Compound activity (PubChem BioAssay)
PKA-R1A activ – activators of PKA-R1A holoenzyme, primary screen, biochemical, fluorescence polarization, Cy5-IP20, bovine R1A, mouse PKAc; activation, % at 11.4 µM; PKA-R1A dissociation; scaled: DMSO 0%, 113 µM cGMP 100%; 340,000 tested, 0.083% active; cAMP-dependent protein kinase type I-alpha regulatory subunit (Bos taurus) + …; AID 504707, 2011;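 active means percent activation above the mean of all tested compounds plus 3 SD, cut at about 19% in these data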;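 further: higher means more PKAc released from R1A so a rise in polarization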
HTR5A inv ctr – HTR5A inverse agonists in luminescence cell assay, primary screen, counter-screen for OPRM1-OPRD1 heterodimer inverse agonist project, full-deck HTS. 5-hydroxytryptamine receptor 5A (Homo sapiens), P47898. HTR5A cell line, inverse agonism. inhibition, % at 9.3 µM. 340,000 tested, 0.083% active; in the data active means inhibition mostly above about 23%, no sharp cut-off; inactive means mostly below about 18%;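 further: 0% = cells with DMSO and 100% = no-cell wells with DMSO; some compounds called inactive have numbers as strong as hits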
Ecoli viability – E. coli V3065 growth inhibition, primary screen, counter-screen for AddAB inhibitor project, absorbance, OD600; 18 h; inhibition, % at 11.9 µM; 330,000 tested, 0.27% active;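 active means inhibition above the campaign's mean inhibition across all tested compounds plus 3 SD, cut at about 9.9% in these data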;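 further: uninfected addAB+ strain grown without phage in ampicillin broth; 0% = DMSO wells and 100% = ciprofloxacin 0.95 µg/ml wells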
OPRM1-OPRD1 ag – agonists of OPRM1-OPRD1 heterodimerization, primary screen, cell-based, luminescence | Mu-type opioid receptor (Homo sapiens) + Delta-type opioid receptor (Homo sapiens), … | cells | activation, % at 9.3 µM | 340,000 tested, 0.3% active; in the data active means activation above about 18%;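 further: 0% = vehicle-treated cells and 100% = reference agonist; values of inactives mirror those of a sister screen read the other way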
DSG3 Ab inh – inhibitors of pemphigus antibody binding to DSG3, primary screen, biochemical, bead-based, flow cytometry, scFv-GFP | Desmoglein-3 (Homo sapiens), P32926 | DSG3-coupled beads, scFv-anti-DSG3-GFP binding; hits give low values | binding (percent of control), % at 10 µM | 310,000 tested, 0.48% active | AID 588358, 2011;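 active means binding more than 3 SD below its plate's average and above zero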;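 further: hits lower antibody fragment binding to DSG3; some compounds called inactive have numbers as strong as hits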
Target sequence (P32926 whole entry, looked up, the tested form may be a part): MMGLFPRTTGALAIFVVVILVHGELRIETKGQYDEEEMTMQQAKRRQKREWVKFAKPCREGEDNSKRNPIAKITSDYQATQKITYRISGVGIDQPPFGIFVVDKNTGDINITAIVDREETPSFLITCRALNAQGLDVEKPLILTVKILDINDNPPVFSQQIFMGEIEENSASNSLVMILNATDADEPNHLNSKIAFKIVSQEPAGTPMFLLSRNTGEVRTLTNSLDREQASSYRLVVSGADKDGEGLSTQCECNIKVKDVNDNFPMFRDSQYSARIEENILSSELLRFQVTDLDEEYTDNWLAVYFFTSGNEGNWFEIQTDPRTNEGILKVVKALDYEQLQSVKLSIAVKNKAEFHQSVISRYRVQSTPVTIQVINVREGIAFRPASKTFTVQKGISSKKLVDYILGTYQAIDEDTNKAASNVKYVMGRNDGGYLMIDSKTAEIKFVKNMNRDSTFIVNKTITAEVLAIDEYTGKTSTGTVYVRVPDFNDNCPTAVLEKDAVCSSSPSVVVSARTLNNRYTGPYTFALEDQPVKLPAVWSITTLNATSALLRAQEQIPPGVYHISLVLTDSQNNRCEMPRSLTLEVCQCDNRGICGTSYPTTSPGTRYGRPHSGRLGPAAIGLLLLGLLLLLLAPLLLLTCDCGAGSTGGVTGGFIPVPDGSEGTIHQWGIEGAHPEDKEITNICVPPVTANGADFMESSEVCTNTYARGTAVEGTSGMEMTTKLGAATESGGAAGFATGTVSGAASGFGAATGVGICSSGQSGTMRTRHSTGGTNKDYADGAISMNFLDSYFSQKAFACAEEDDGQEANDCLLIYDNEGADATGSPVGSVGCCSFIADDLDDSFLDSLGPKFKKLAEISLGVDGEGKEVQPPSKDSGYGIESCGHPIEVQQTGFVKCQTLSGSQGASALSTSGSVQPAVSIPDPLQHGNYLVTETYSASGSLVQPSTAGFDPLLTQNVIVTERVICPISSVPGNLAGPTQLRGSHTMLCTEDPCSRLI
HTR5A ag – HTR5A agonists in luminescence cell assay, primary screen, counter-screen for OPRM1-OPRD1 heterodimer agonist project, full-deck HTS | activation, % at 9.3 µM | cell-based | 340,000 tested, 0.61% active | 5-hydroxytryptamine receptor 5A (Homo sapiens), P47898; in the data active means activation mostly above about 9.5%, no sharp cut-off; inactive means mostly below about 7.6%;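 further: 0% = cells with vehicle only and 100% = reference agonist; strong numbers were not always called active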
AddAB inh – growth inhibition of E. coli expressing H. pylori AddAB, primary screen, AddAB inhibitor project, absorbance; 330,000 tested, 0.29% active; AID 435030, 2010; inhibition, % at 11.9 µM; in the data active means inhibition above about 12%;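 further: 0% = vehicle wells of infected cells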
OPRM1-OPRD1 inv – inverse agonists of MOR-DOR heterodimerization, primary screen, cell-based, luminescence; cell-based MOR-DOR heterodimer luminescence, inverse agonism; inhibition, % at 9.3 µM; 340,000 tested, 0.21% active; AID 504357, 2011; in the data active means inhibition above about 22%, passing the limit was not always enough;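 further: 0% = cells with DMSO and 100% = wells without cells with DMSO; values of inactives mirror those of a sister screen read the other way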
PfHsp90 yeast 2 – growth inhibition of PfHsp90-expressing yeast, primary screen, antimalarial PfHsp90 inhibitor project, S. cerevisiae, BacTiter-Glo luminescence, single point, set 2 | BacTiter-Glo ATP, 48 h; yeast lacking PDR1 and PDR3 efflux regulators | 310,000 tested, 0.32% active | inhibition, % at 9.4 µM;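 active means every replicate shows inhibition above about 80%, whatever the replicate mean, limit read from the data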;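 further: 0% = DMSO neutral controls and 100% = 20 µM radicicol positive controls; yeast relying on Plasmodium falciparum Hsp90 in place of its own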
phage Ecoli inh – growth loss of phage-infected E. coli, primary screen, RecBCD inhibitor project, absorbance, with phage, HTS; inhibition, % at 11.9 µM; 360,000 tested, 0.26% active; AID 651602, 2012; in the data active means inhibition above about 11%
Mot1-301 SUMO – yeast Mot1-301 growth rescue at high temperature, primary screen, SUMOylation pathway inhibitor project, S. cerevisiae, ATP luminescence, 38.5C; S. cerevisiae Mot1-301 growth rescue; percent above DMSO median, 100 means doubled; growth rescue, % at 18.8 µM; 320,000 tested, 1% active; AID 2716, 2010;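 active means every valid replicate shows activation above 250% relative to neutral control wells; inactive means the rest, any valid replicate at or below 250%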;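 further: OY570 slx delta 5 strain wells were the positive control but not used for scaling; some compounds called inactive have numbers as strong as hits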
Numbers without * were called inactive; i = inactive; x = not tested or not shown.

SMILES | PKA-R1A activ | HTR5A inv ctr | Ecoli viability | OPRM1-OPRD1 ag | DSG3 Ab inh | HTR5A ag | AddAB inh | OPRM1-OPRD1 inv | PfHsp90 yeast 2 | phage Ecoli inh | Mot1-301 SUMO
COC(=O)c1sc(NC(=O)C2c3ccccc3Oc3ccccc32)c(C(=O)OC)c1C | 6 | 37 | -0.8 | -0.7 | 104 | -2 | 2.5 | 4 | 8 | -3.1 | -7
Cc1[nH]c2ccccc2c1C(=O)C(=O)N1CC=C(c2ccccc2)CC1 | -6 | -21 | -1.0 | 11 | 125 | 3 | 1.8 | -63 | -24 | 2.1 | -7
Cc1ccc(SCCNC(=O)/C=C/c2ccc(Cl)cc2)cc1 | 9 | 20 | 2.5 | 4.5 | x | 1 | 2.8 | -24 | 0 | 0.7 | 67
O=C1C(=O)N(CCCn2ccnc2)C(c2ccc(Br)cc2)/C1=C(\O)c1ccc2c(c1)OCCO2 (configuration not stated) | -14 | -2 | 0.6 | 0.0 | 110 | 1 | 1.3 | 0 | 12 | 0.5 | i
CC(C)c1nc(SCC(=O)Nc2nccs2)c2ccccc2n1 | -12 | 17 | 1.1 | 0.6 | x | 0 | 2.3 | -4 | -12 | 1.6 | -14
NNC(=O)c1snnc1-c1ccccc1 | -4 | 24 | -0.8 | 1.3 | 114 | -2 | -0.3 | -7 | -52 | 2.2 | -5
CCn1c(CNC(=O)c2ccccc2F)nnc1SCC(=O)NC1CCCCC1 | -5 | -13 | 2.7 | -2.2 | 84 | -5 | 1.4 | 14 | 4 | 3.0 | 0
O=S(=O)(/C=C/c1ccccc1)NC1CCCCCC1 | x | x | 2.2 | x | 101 | x | 0.0 | x | 99* | 3.2 | 31
CC(C)c1ccc(NC(=O)C[n+]2ccn(C3=C([O-])c4ccccc4C3=O)c2)cc1 | -6 | -2 | 3.0 | -1.1 | 103 | 1 | -1.0 | 6 | 2 | 4.9 | -1
NS(=O)(=O)c1ccc(CCNC(=O)CNCCc2ccc(C(F)(F)F)cc2)cc1 | -11 | -17 | -0.7 | 3.2 | 111 | 4 | -0.6 | -15 | -2 | 1.1 | 9
CCOC(=O)C1CCN(C(=O)c2ccccc2NS(=O)(=O)c2ccc(F)cc2)CC1 | -4 | 20 | 1.4 | -0.2 | 83 | 2 | 0.3 | 1 | 15 | 0.7 | -18
C=CCN1C(=O)c2ccc(C(=O)N(C)CC(=O)Nc3ccccc3Cl)cc2C1=O | 2 | -10 | 0.2 | -2.6 | 100 | 4 | 0.5 | 14 | 11 | 3.8 | 10
N#CC(C#N)=C1C=CC=CN1/C(=C\c1ccco1)C(=O)c1ccc(Br)cc1 | -8 | -4 | 2.3 | -5.5 | 99 | -2 | -1.0 | 29* | 13 | 5.2 | 291*
O=C(NCCS(=O)(=O)NC1CCCC1)c1ccc(F)cc1 | 1 | -18 | -1.9 | -0.7 | x | 6 | -2.4 | 4 | -9 | 5.5 | -6
O=C1CCCN1CCC1CCN(C(=O)Nc2ccccc2)CC1 | -10 | -2 | 3.6 | -2.5 | 97 | -2 | 0.2 | 13 | x | x | 7

Reformatted as tab-separated lines: 5 of the compounds above.
mol	PKA-R1A activ	HTR5A inv ctr	Ecoli viability	OPRM1-OPRD1 ag	DSG3 Ab inh	HTR5A ag	AddAB inh	OPRM1-OPRD1 inv	PfHsp90 yeast 2	phage Ecoli inh	Mot1-301 SUMO
CC(C)c1ccc(NC(=O)C[n+]2ccn(C3=C([O-])c4ccccc4C3=O)c2)cc1	-6	-2	3.0	-1.1	103	1	-1.0	6	2	4.9	-1
CCn1c(CNC(=O)c2ccccc2F)nnc1SCC(=O)NC1CCCCC1	-5	-13	2.7	-2.2	84	-5	1.4	14	4	3.0	0
O=S(=O)(/C=C/c1ccccc1)NC1CCCCCC1	x	x	2.2	x	101	x	0.0	x	99*	3.2	31
CC(C)c1nc(SCC(=O)Nc2nccs2)c2ccccc2n1	-12	17	1.1	0.6	x	0	2.3	-4	-12	1.6	-14
COC(=O)c1sc(NC(=O)C2c3ccccc3Oc3ccccc32)c(C(=O)OC)c1C	6	37	-0.8	-0.7	104	-2	2.5	4	8	-3.1	-7

(cont.)
SMILES | PKA-R1A activ | HTR5A inv ctr | Ecoli viability | OPRM1-OPRD1 ag | DSG3 Ab inh | HTR5A ag | AddAB inh | OPRM1-OPRD1 inv | PfHsp90 yeast 2 | phage Ecoli inh | Mot1-301 SUMO
CCN(C(=O)N1CCOCC1)c1ccccc1C | 1 | 12 | -0.9 | -2.6 | 108 | 2 | 2.8 | 13 | 7 | 2.5 | -5
Cc1c(CN2CCC(n3nccc3NC(=O)C3CC3)CC2)[nH]c2ccccc12 | -8 | 12 | -0.2 | 45* | 102 | 7 | 1.2 | -242 | 22 | 3.1 | 11
CCn1ccnc1CNC(=O)C1CCC(=O)N(Cc2ccccc2F)C1 (configuration not stated) | 8 | -6 | 0.8 | -2.5 | x | 9 | 5.6 | 13 | -18 | -1.0 | 296
COc1cc(-c2nc3ccc4ccccc4c3c3c2CCC3)cc(OC)c1O | -23 | -5 | -0.9 | -0.5 | 98 | 2 | 1.5 | 3 | 67 | 1.2 | 75
COc1ccc(CNC(=O)N2CCN(c3cccc(Cl)c3)CC2)cc1OC | -2 | -1 | 4.2 | -2.1 | x | 7 | 1.6 | 13 | 22 | 3.5 | 132
O=C(CC1S/C(=N/N=C/c2cccs2)NC1=O)Nc1ccc(Cl)c(Cl)c1 (configuration not stated) | -4 | 16 | 1.9 | 5.6 | 94 | -6 | 3.2 | -34 | -19 | 4.0 | -12
CCCCNC(=O)C(=O)NCc1ccncc1 | x | x | 0.8 | x | 105 | x | 0.5 | x | x | 2.5 | 4
CCCCC[C@@H]1C=C(C(=O)O)[C@H](c2ccc(Cl)c(Cl)c2)N1S(=O)(=O)c1ccc(C)cc1 | 5 | -8 | 2.7 | -0.1 | 111 | 2 | 1.9 | 0 | -26 | 3.0 | 112
COc1cc(C)c(CN2CCSCC2)cc1C | 4 | -2 | 2.4 | -0.9 | 99 | 0 | 5.0 | 4 | -8 | 1.0 | 396
COc1ccccc1-c1nn(-c2ccccc2)cc1C(=O)N1CCN(C(=O)c2ccco2)CC1 | 13 | -26 | 1.7 | -3.6 | 107 | 1 | 2.5 | 14 | x | -0.2 | 137
O=C(Cn1cnc2c(cnn2-c2ccccc2)c1=O)Nc1cc(S(=O)(=O)N2CCOCC2)ccc1Cl | -10 | 1 | 0.6 | -2.1 | 111 | 5 | 2.3 | 11 | 8 | 2.0 | 6
CCCCCCCCCCn1ccc(=N)cc1 | 9 | -24 | 8.7 | -1.9 | 105 | 8 | 14* | 10 | -9 | 7.9 | -7
COc1cccc(CNC(=O)CCn2c(=O)c3cccn3c3cccnc32)c1 | -5 | -14 | -2.5 | -2.5 | 98 | 9 | 2.0 | 12 | -18 | 2.0 | 4
Cc1ccc(NC(=O)C/C(N)=N/OC(=O)Nc2ccc(C)c(Cl)c2)cc1 | 4 | -8 | 1.4 | -0.4 | 99 | 2 | 2.1 | 2 | 8 | 0.8 | 13
C[C@@H]1C[C@@H]2OC(=O)[C@]3(C)[C@H]2[C@@H](OC3(C)O)[C@]2(C)C(=O)C=C[C@H]12 (some centres not stated) | 8 | -21 | -0.2 | -3.0 | 97 | -3 | -0.2 | 16 | 10 | 1.7 | -21
COc1cccc(-n2cc(CNCc3c(C(=O)N(C)C)nc4ccc(Cl)cn34)cn2)c1 | 4 | -11 | -0.1 | -3.0 | 95 | 3 | 2.8 | 16 | 4 | 2.6 | 100
CCOc1ccc(NC(=S)NNc2ccnc3cc(Cl)ccc23)cc1 | -3 | 6 | 3.6 | 10 | 114 | -2 | 2.0 | -51 | x | 2.6 | -1
O=C(N1CCCCC1)N1CCN(S(=O)(=O)c2ccc(Cl)cc2)CC1 | 4 | 12 | -0.2 | -3.1 | 97 | 4 | 3.6 | 15 | -27 | 5.2 | 14
COc1ccc(NC(=O)c2csc3c2CCCC3)cc1 | 7 | 8 | 5.0 | 0.6 | 97 | 1 | 4.7 | -3 | -18 | x | 109
CCN(CC)S(=O)(=O)c1c(OC)cc(C)c(Cl)c1C | -12 | 27 | 3.4 | 0.0 | 107 | 0 | -1.6 | 0 | -19 | 2.8 | x
Cc1ccc(C)c(N2CCN(C(=O)c3csc4ccccc34)CC2)c1 | -4 | 11 | -2.0 | 8.4 | 98 | 4 | -1.9 | -57 | -7 | 1.7 | -4
Cc1ccc(S(=O)(=O)CCC(=O)Nc2cccc([N+](=O)[O-])c2)cc1 | 7 | 13 | 0.7 | -0.6 | 101 | -5 | 0.4 | 3 | 8 | 4.2 | 6
O=C1c2ccccc2C(=O)N1Cc1cc(-c2ccccc2Cl)no1 | 13 | -5 | -0.6 | -4.0 | 119 | 8 | 3.3 | 18 | -3 | 0.0 | -9
Cc1ccc(NC2=NC(c3ccc(F)cc3)n3c(nc(C)cc3=O)N2)cc1 (configuration not stated) | -4 | -3 | 0.0 | -2.8 | 102 | 1 | 0.8 | 14 | -6 | 2.0 | -10
O=C(CSc1ncnc2c1cnn2-c1ccccc1)Nc1ccc2c(c1)OCO2 | 6 | 0 | 0.8 | -1.1 | 101 | 0 | 5.2 | 6 | -3 | 0.6 | 87
C/C(CC(=O)Nc1cccc2c1CCCC2)=N\NC(=O)c1cccc2ccccc12 | 8 | 20 | -0.2 | 0.2 | 122 | 4 | 0.0 | -1 | 5 | 2.4 | -12
CC(=O)COc1ccc2oc(=O)cc(-c3cc4ccccc4o3)c2c1 | -9 | 0 | 0.0 | -0.5 | 106 | 0 | 2.1 | 2 | -4 | -0.2 | 67
Cc1ccc(N2CC(C(=O)OCC(=O)Nc3ccc(Cl)cc3)CC2=O)cc1 (configuration not stated) | -5 | -11 | -0.9 | 2.9 | x | 4 | 2.0 | -12 | -11 | 2.7 | 3
COc1ccc(Cl)cc1C(=O)NCC(=O)OCc1ccccc1 | -1 | 4 | -4.0 | 0.1 | 103 | -2 | -1.2 | 0 | -13 | 2.6 | -3
Cc1ccc(Cn2c(O)c(N=O)c3ccccc32)cc1 | -6 | 8 | 1.6 | 2.4 | 102 | -3 | 0.2 | -12 | 16 | 0.8 | 16
O=C(NC1CCCC1)C1CCN(c2nccs2)CC1 | 1 | 12 | -1.0 | -1.9 | 103 | -1 | 2.1 | 9 | -13 | 2.0 | -28
